FBPA Giardia inh = inhibitors of Giardia lamblia fructose-1,6-bisphosphate aldolase; A8B2U2; AID 2451; purified Giardia FBPA; 290,000 compounds, 0.71% hits; Potency, µM (doses to about 59.6 µM), inactives show at the top dose activity, negative = inhibition, most hits filed as inhibitors; note: potency is the fitted concentration of half-maximal effect; nearly all actives have a fitted effect of over 55% in size
Target sequence (A8B2U2 whole entry, looked up): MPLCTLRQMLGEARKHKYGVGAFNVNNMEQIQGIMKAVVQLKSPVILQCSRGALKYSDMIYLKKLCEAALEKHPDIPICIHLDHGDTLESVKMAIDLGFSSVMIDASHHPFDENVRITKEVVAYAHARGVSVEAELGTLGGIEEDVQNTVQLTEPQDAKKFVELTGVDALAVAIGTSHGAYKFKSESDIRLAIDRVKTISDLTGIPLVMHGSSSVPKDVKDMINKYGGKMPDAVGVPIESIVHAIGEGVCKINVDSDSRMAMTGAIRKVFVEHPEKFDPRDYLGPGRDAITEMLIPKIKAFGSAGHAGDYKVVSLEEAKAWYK
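40 nM FBPA preincubated 10 min at RT with compound (up to 57.5 uM final), then substrate plus GAPDH/TPI/NAD/arsenate coupling and diaphorase/resazurin added. Fluorescence read after 20 min at RT, 525/598 nm.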
AmpC detergent = blocks E. coli AmpC beta-lactamase in detergent assay. AID 485294. 370,000 compounds, 0.041% hits. Potency, µM (top dose mostly 114 µM), without a hit: at the highest dose activity change, negative = inhibition, actives largely listed as inhibitors. P00811. AmpC hydrolysis of nitrocefin, absorbance 480 nm, 0.01% Triton;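 note: potency is the fitted concentration of half-maximal effect; 0% = no-compound wells and -100% = no-enzyme wells; nearly all actives have a fitted effect of over 25% in size; some results filed as inactive show a strong effect at the top dose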
Target sequence (P00811 whole entry, looked up): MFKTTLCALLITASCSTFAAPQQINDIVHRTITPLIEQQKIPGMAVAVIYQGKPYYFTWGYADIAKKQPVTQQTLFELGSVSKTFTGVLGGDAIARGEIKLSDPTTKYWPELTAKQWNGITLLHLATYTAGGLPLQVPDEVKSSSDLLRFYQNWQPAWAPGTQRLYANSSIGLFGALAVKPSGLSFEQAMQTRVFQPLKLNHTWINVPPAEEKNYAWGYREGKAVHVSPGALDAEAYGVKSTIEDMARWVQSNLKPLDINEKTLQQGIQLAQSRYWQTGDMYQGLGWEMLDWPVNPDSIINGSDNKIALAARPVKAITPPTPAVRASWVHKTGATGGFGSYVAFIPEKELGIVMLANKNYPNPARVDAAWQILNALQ
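20 mM phosphate pH 7.0 + 0.01% (detergent screen) or 0.0001% Triton X-100; 5.3 nM AmpC reagent; cpd preinc 15 min RT; nitrocefin (800 uM stock) to start; A480 q20 s × 4 min; Activity was normalised to no-enzyme and no-compound control wells.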
Sm TGR block = blocks Schistosoma mansoni thioredoxin glutathione reductase | Q962Y6 | purified TGR, DTNB reduction, TNB absorbance 405 nm | Potency, µM (top dose mostly 114 µM), for the others: top-dose activity change, negative = inhibition, most hits filed as inhibitors | 360,000 compounds, 3% hits | AID 485364; note: potency is the fitted concentration of half-maximal effect; nearly all actives have a fitted effect of over 60% in size
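First, TGR (20 nM dispensed) and NADPH were mixed with compound. Second, a 15 min room-temperature incubation followed. Third, further NADPH and then DTNB were added to start the reaction. Finally, TNB absorbance was monitored kinetically.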
HCMV inh = human cytomegalovirus inhibition; activity change, negative = inhibition, % at 57.5 µM; 410,000 compounds, 4.5% hits; HFF cells, HCMV-luciferase reporter, 72 h; hits give low values; in the data active = activity change below about -60%; inconclusive = no clear call, values can overlap the other calls; inactive = above about -39%
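Two compound doses tested in HFFs infected with HCMV-luciferase, MOI 1 PFU/cell, 72 h at 37C. Lysate luminescence read with OneGlo; data normalized against buffer-only and 10uM Salinomycin inhibitor controls.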
HCV inh = HCV inhibition; 340,000 compounds, 3.4% hits; Huh7.5.1 HCVcc-Cre infection, luciferase reporter, 44 h; Potency, µM (highest dose often 41.8 µM), for the others: at the highest dose activity change, negative = inhibition, actives largely listed as inhibitors; AID 651820; note: potency is the fitted concentration of half-maximal effect
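A cell-based infection assay in which seeded cells (1,000 per well) receive test compound after 4 h, are inoculated with HCVcc-Cre at approximately 0.5 moi, and are incubated 44 h before luminescence detection.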
AMA1 RON2 block = disrupts binding of P. falciparum AMA1 to RON2. AlphaScreen AMA1-biotinylated RON2 peptide binding. Potency, µM (series often up to 58.2 µM), inactives show at the top dose activity change, negative = inhibition, hits mostly inhibitors. 360,000 compounds, 0.2% hits;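 note: potency is the fitted concentration of half-maximal effect; 0% = vehicle wells and -100% = peptide control; nearly all actives have a fitted effect of over 45% in size; some results filed as inactive show a strong effect at the top dose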
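AMA1 (3D7) with his tag at 25 nM final met compounds first, then biotinylated RON2 peptide at 25 nM; detection used donor plus acceptor beads, 10 µg/mL apiece, read by AlphaScreen after 30 min at room temperature.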
* hit, by the source's call; & = joins results of further samples; [ ] = another dose, or the depositor's remark. Unless noted, calls come from the whole dose curve; as a rule, active = well fitted curve in the direction sought with a large enough effect; inconclusive = small, poorly fitted or top-dose-only effect, or another doubt; inactive = no such curve, though single readings can be large; an effect the other way counts as inactive or inconclusive. Unless noted, % is set by controls: 0 for no effect and ±100 for the full control effect. Outcome played no part in choosing rows; any-hit rate near 9.3%.

For COc1ccc(C(F)(F)F)cc1NC(=O)c1nc2nc(C)cc(C(F)F)n2n1 the results were FBPA Giardia inh 0%, AmpC detergent 0%, Sm TGR block 3%, HCMV inh 4, HCV inh -2%&4% and AMA1 RON2 block 5%.
Screening CCc1cc2c3c(c1)/C(=C1/SC(N)=NC1=O)C(=O)N3C(C)(C)C=C2C returned FBPA Giardia inh 7%, AmpC detergent 2%, Sm TGR block inconclusive, HCMV inh -6, HCV inh 16% and AMA1 RON2 block -11%.
`O=C(Nc1ccccc1)N1CCN(c2ccccc2)CC1` gave HCMV inh -26, HCV inh -5% and AMA1 RON2 block 11%.
COc1ccccc1N(CC(=O)N1CCN(c2ccccc2)CC1)S(=O)(=O)c1ccc(C)cc1 was read as FBPA Giardia inh -2%, AmpC detergent -1%, Sm TGR block inconclusive, HCMV inh 32, HCV inh 6% and AMA1 RON2 block -16%.
Screening COc1ccc(C(=O)Nc2ccc(C3(C#N)CCCC3)cc2)cc1 returned FBPA Giardia inh -11%, AmpC detergent -5%, Sm TGR block 5%, HCMV inh -75*, HCV inh 5.6µM* and AMA1 RON2 block 2%.
Screening Cc1ccc(C(=O)NCc2ccco2)cc1 returned FBPA Giardia inh -1%, AmpC detergent -5%, Sm TGR block 9%, HCMV inh 26, HCV inh 15% and AMA1 RON2 block 8%.
`CN(C(=O)C1CCOC1)c1nnc(C2CCOC2)s1` (configuration not stated) gave FBPA Giardia inh -23%, AmpC detergent -1%, Sm TGR block 7%, HCMV inh 13, HCV inh 3% and AMA1 RON2 block -12%.
For Cc1ccc(N(CC(=O)NC2CCCCC2)C(=O)CCCC(=O)Nc2ccccn2)c(C)c1 the results were FBPA Giardia inh 2%, AmpC detergent inconclusive, Sm TGR block 0%, HCMV inh 0, HCV inh 9% and AMA1 RON2 block -1%.
`CCC(C)(C(=O)NC1CCCCC1)N(C(=O)c1ccccn1)c1ccccc1` (configuration not stated) gave FBPA Giardia inh 8%, AmpC detergent inconclusive, Sm TGR block -23%, HCMV inh 52, HCV inh 0% and AMA1 RON2 block -6%.
Screening CCC(=O)Nc1cccc(-c2cn3ccccc3n2)c1 returned FBPA Giardia inh -6%, AmpC detergent inconclusive, Sm TGR block -7%, HCMV inh 27, HCV inh -24% and AMA1 RON2 block -3%[11.6 µM].
For Cc1nnc(N2C(=O)C(O)=C(C(=O)c3ccco3)C2c2ccc(C(C)C)cc2)s1 (configuration not stated) the results were FBPA Giardia inh -3%, AmpC detergent -13%, Sm TGR block inconclusive, HCMV inh inconclusive, HCV inh 16% and AMA1 RON2 block 10%.
`CCOC(=O)C1CCN(C(=O)COC(=O)/C=C/c2ccc([N+](=O)[O-])cc2)CC1` gave HCMV inh 46, HCV inh inconclusive and AMA1 RON2 block -5%.
O=C(CSc1oc(-c2ccccc2)nc1S(=O)(=O)c1ccc(F)cc1)NCC1CCCO1 (configuration not stated) was read as FBPA Giardia inh 0%, AmpC detergent inconclusive, Sm TGR block inconclusive, HCMV inh 0, HCV inh -2%&6% and AMA1 RON2 block 15%.
Screening Cn1nnnc1SCCCNCc1ccccc1OCc1ccc(F)cc1 returned AmpC detergent 1%, Sm TGR block -4% and HCMV inh -35.
C=CCn1c(O)c(/C(CC)=N/NC(=S)Nc2ccccc2)c(=O)[nH]c1=O was read as FBPA Giardia inh -20%, AmpC detergent -5%, Sm TGR block -31%, HCMV inh 25, HCV inh 15% and AMA1 RON2 block 37%[activator].
For O=C(COC(=O)Cn1cnc2ccccc21)NCCc1ccc(Cl)cc1 the results were FBPA Giardia inh -6%, AmpC detergent 3%, Sm TGR block -1%, HCMV inh -7, HCV inh 13% and AMA1 RON2 block 7%.
Screening COc1cc(/C=N/NC(=O)CNC(=O)c2ccncc2)ccc1O returned FBPA Giardia inh -5%, AmpC detergent -15%, Sm TGR block -10%, HCMV inh -7, HCV inh 16% and AMA1 RON2 block 0%.
Screening Cc1cc(C)c(S(=O)(=O)c2ccc(F)cc2C)c(Cl)n1 returned FBPA Giardia inh -15%, AmpC detergent -1%, Sm TGR block -12%, HCMV inh -23, HCV inh inconclusive and AMA1 RON2 block -1%.
For O=C(Nc1ccccc1N1CCOCC1)C1CCN(S(=O)(=O)c2ccc(F)cc2)CC1 the results were FBPA Giardia inh 5%, AmpC detergent -15%, Sm TGR block 5%, HCMV inh 4, HCV inh inconclusive and AMA1 RON2 block 12%.
For CC(Cc1ccccc1)/[N+]([O-])=C\c1ccc(C(F)(F)F)cc1 (configuration not stated) the results were AmpC detergent 2%, Sm TGR block -8%, HCMV inh 16, HCV inh 6% and AMA1 RON2 block 0%.
Screening CC1CCN(S(=O)(=O)c2cn(CC(=O)Nc3ccc(C#N)cc3)cn2)CC1 returned AmpC detergent -4%, Sm TGR block 1%, HCMV inh -21, HCV inh -1% and AMA1 RON2 block -1%.
`CCc1nc(-c2cc(S(=O)(=O)N3CCN(c4ccc(OC)cc4)CC3)ccc2OC)no1` gave AmpC detergent 3%, Sm TGR block 4% and HCMV inh 48.
For CCOC(=O)c1[nH]c(C)c(CCC(=O)N2CCN(c3cc(Cl)ccc3C)CC2)c1C the results were AmpC detergent -7%, Sm TGR block -3% and HCMV inh -23.
Screening O=C(OCC(=O)N1CCC(c2ccccc2)=N1)c1ccc(Cl)s1 returned HCMV inh -16, HCV inh 5% and AMA1 RON2 block 0%.
`COc1nccnc1NS(=O)(=O)c1ccc(N=Cc2c(C)[nH]n(-c3ccc(Cl)cc3)c2=O)cc1` gave FBPA Giardia inh 3%, AmpC detergent -1%, Sm TGR block -8%, HCMV inh 2 and HCV inh 4%.
`Cc1oc(-c2ccc(Cl)cc2)cc1C(=O)NC1CCN(Cc2ccccc2)CC1` gave FBPA Giardia inh -1%, AmpC detergent 4%, Sm TGR block 13%, HCMV inh 14, HCV inh inconclusive and AMA1 RON2 block 12%.
`O=c1[nH]cc(N(CCO)CCO)c(=O)[nH]1` gave FBPA Giardia inh -1%, AmpC detergent 4%, Sm TGR block -5%, HCMV inh -39, HCV inh 12% and AMA1 RON2 block -10%.
Screening O=C(COC(=O)Cc1cccs1)Nc1ccccc1F returned FBPA Giardia inh 13%, AmpC detergent 0%, Sm TGR block -11%, HCMV inh 33, HCV inh inconclusive and AMA1 RON2 block 1%.
`Cc1cc(C(=O)c2ccccc2)c(NC(=O)CN2CCOCC2)s1` gave FBPA Giardia inh 1%, AmpC detergent inconclusive, Sm TGR block -6%, HCMV inh -6, HCV inh -3% and AMA1 RON2 block 5%.
`Cc1cccc(CN2C(=O)/C(=C\c3ccc(C(=O)NCCCN4CCN(C)CC4)cc3)Oc3ccccc32)c1` gave FBPA Giardia inh -2%, AmpC detergent -5%, Sm TGR block -4% and HCMV inh inconclusive.
For O=C(CN1C(=O)/C(=C\c2cccc(Cl)c2)Sc2ccccc21)NCCCN1CCOCC1 the results were FBPA Giardia inh 5%, AmpC detergent -10%, Sm TGR block -14%, HCMV inh -11, HCV inh inconclusive and AMA1 RON2 block -3%.
COC(=O)c1cccc(-n2c(=O)n(Cc3ccccc3)c(=O)c3[nH]cnc32)c1C was read as FBPA Giardia inh -19%, AmpC detergent -1%, Sm TGR block -4%, HCMV inh 38, HCV inh 32%[activator] and AMA1 RON2 block -2%.
COc1ccc(/C=C/C(=O)NCc2ccccn2)cc1OC was read as FBPA Giardia inh inconclusive, AmpC detergent -3%, Sm TGR block 13%, HCMV inh 9, HCV inh 10% and AMA1 RON2 block 63%[activator].
Screening COc1ccc(C)cc1NS(=O)(=O)c1ccccc1 returned HCMV inh 1, HCV inh -7% and AMA1 RON2 block 5%.
Cc1ccccc1OC(=O)CSc1nnc(-c2cccs2)o1 was read as AmpC detergent 7%, Sm TGR block -4% and HCMV inh 5.
For CCOC(=O)c1c(N)n(-c2ccc(OCC)cc2)c2nc3ccccc3nc12 the results were AmpC detergent 6%, Sm TGR block 17% and HCMV inh 5.
For COc1ccc(C(C)=O)cc1CSc1nnc(-c2ccncc2)o1 the results were FBPA Giardia inh 10%, AmpC detergent 1%, Sm TGR block -29%, HCMV inh -2, HCV inh -30% and AMA1 RON2 block 0%.
Screening CC(=O)N1CCN(C(=O)CCc2cc(C(C)(C)C)c(O)c(C(C)(C)C)c2)CC1 returned AmpC detergent 4%, Sm TGR block 2%, HCMV inh 3, HCV inh inconclusive and AMA1 RON2 block -5%.
Screening CC(=O)N1c2ccc(S(=O)(=O)N3CCOCC3)cc2CC1C (configuration not stated) returned FBPA Giardia inh 5%, AmpC detergent 0%, Sm TGR block 0%, HCMV inh 52, HCV inh 12% and AMA1 RON2 block 0%.
CCCCCCCCCCCCN1C/C(=C\C(=O)OCC)c2cc(C(F)(F)F)ccc2S1(=O)=O was read as FBPA Giardia inh -9%, AmpC detergent 2%, Sm TGR block inconclusive, HCMV inh 35, HCV inh 30%[activator] and AMA1 RON2 block 4%.
COc1ccc(CCNC(=O)c2cc(C)nc3c2c(C)nn3-c2ccc(C)cc2)cc1OC was read as AmpC detergent 2%, Sm TGR block 3% and HCMV inh 3.
For COc1ccccc1NC(=O)COc1ccc(C(=O)OCC(=O)N(C(C)C)C(C)C)cc1OC the results were FBPA Giardia inh 0%, AmpC detergent inconclusive, Sm TGR block 0%, HCMV inh -10, HCV inh inconclusive and AMA1 RON2 block -25%.

Sorted by formula weight (smallest number first): some entries from above
Screening COc1ccc(C)cc1NS(=O)(=O)c1ccccc1 returned HCMV inh 1, HCV inh -7% and AMA1 RON2 block 5%.
Screening CC(=O)N1c2ccc(S(=O)(=O)N3CCOCC3)cc2CC1C (configuration not stated) returned FBPA Giardia inh 5%, AmpC detergent 0%, Sm TGR block 0%, HCMV inh 52, HCV inh 12% and AMA1 RON2 block 0%.
Cc1ccccc1OC(=O)CSc1nnc(-c2cccs2)o1 was read as AmpC detergent 7%, Sm TGR block -4% and HCMV inh 5.
For COc1ccc(C(C)=O)cc1CSc1nnc(-c2ccncc2)o1 the results were FBPA Giardia inh 10%, AmpC detergent 1%, Sm TGR block -29%, HCMV inh -2, HCV inh -30% and AMA1 RON2 block 0%.
Screening CC(=O)N1CCN(C(=O)CCc2cc(C(C)(C)C)c(O)c(C(C)(C)C)c2)CC1 returned AmpC detergent 4%, Sm TGR block 2%, HCMV inh 3, HCV inh inconclusive and AMA1 RON2 block -5%.
COc1ccc(CCNC(=O)c2cc(C)nc3c2c(C)nn3-c2ccc(C)cc2)cc1OC was read as AmpC detergent 2%, Sm TGR block 3% and HCMV inh 3.
For O=C(CN1C(=O)/C(=C\c2cccc(Cl)c2)Sc2ccccc21)NCCCN1CCOCC1 the results were FBPA Giardia inh 5%, AmpC detergent -10%, Sm TGR block -14%, HCMV inh -11, HCV inh inconclusive and AMA1 RON2 block -3%.
